Bioassay records as filed in PubChem BioAssay.
MCL1 BIM primary = disrupts human MCL1 binding to BIM-BH3 peptide; 320,000 compounds, 0.68% hits; inhibition, % at 10.9 µM; Q07820; GST-MCL1 / FITC-Bim-BH3 fluorescence polarization;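 active = inhibition above the mean inhibition of all tested compounds plus 3 SD, set per campaign, cut at about 40% in these data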;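 also: 0% = DMSO wells and 100% = unlabeled Bim-BH3 peptide control; higher means more loss of mP so more displacement of Bim peptide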
Fam108B inh = counter-screen for RBBP9 inhibitors: inhibitors of mouse Fam108B; recombinant Fam108B, FP-Rh probe fluorescence polarization; inhibition, % at 9.51 µM; 300,000 compounds, 0.33% hits; AID 1947;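 active = inhibition above the screen mean inhibition plus 3 SD, computed separately per campaign, cut at about 18% in these data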;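 also: inhibitors lower polarization as less probe binds the enzyme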
PAFAH1B2 FP inh = PAFAH1B2 (human) inhibition. P68402. recombinant PAFAH1B2, FP-rhodamine activity probe, fluorescence polarization. inhibition, % at 3.39 µM. 340,000 compounds, 1.2% hits;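 active = inhibition above the mean of all tested compounds plus 3 SD, cut at about 24% in these data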;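 also: 0% = enzyme with DMSO and 100% = wells lacking PAFAH1B2; many of its hits are not listed in these tables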
MEX-5 binding = C. elegans MEX-5 TCR-2 RNA binding activity. Q9XUB2. MEX-5/FITC-TCR2 RNA binding, fluorescence polarization; active compounds read low. activity score (negative = inhibition of binding), % at 10 µM. 300,000 compounds, 0.38% hits. AID 1832;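 active = inhibition past about -25% in most replicates, and total fluorescence under double the plate's negative control median, limit read from the data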;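 also: 0% = DMSO and -100% = 5 µM competing unlabeled TCR2 RNA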
Target sequence (Q9XUB2 whole entry, looked up): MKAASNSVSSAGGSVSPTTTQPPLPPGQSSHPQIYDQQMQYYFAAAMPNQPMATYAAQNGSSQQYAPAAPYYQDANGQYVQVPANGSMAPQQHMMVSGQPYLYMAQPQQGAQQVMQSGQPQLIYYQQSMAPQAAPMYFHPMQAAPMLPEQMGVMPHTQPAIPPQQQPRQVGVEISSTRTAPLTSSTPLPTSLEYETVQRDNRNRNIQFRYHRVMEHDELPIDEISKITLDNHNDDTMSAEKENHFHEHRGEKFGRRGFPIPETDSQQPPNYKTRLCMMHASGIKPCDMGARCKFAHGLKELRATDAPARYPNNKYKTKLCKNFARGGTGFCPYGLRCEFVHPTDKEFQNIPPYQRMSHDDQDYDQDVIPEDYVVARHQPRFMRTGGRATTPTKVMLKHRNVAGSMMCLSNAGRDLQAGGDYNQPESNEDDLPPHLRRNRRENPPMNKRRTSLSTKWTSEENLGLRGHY
AHR activator = activates the human aryl hydrocarbon receptor. 320,000 compounds, 2.5% hits. activation, % at 5 µM. AHR-responsive luciferase reporter cells, luminescence. AID 2796; in the data active = activation above about 47%;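 also: 0% = vehicle wells and 100% = reference agonist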
Bcl-xL primary = Bcl-xL (human) inhibition | GST-Bcl-xL / FITC-Bim BH3 peptide fluorescence polarization | 320,000 compounds, 0.7% hits | AID 2129 | inhibition, % at 10.9 µM | Q07817;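 active = inhibition above the mean of all tested compounds plus 3 SD, cutoff set per campaign, cut at about 30% in these data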;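 also: 0% = DMSO wells and 100% = unlabeled Bim-BH3 peptide competitor; inhibitors lower millipolarization by displacing the labeled peptide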
pPAFAH inh = inhibitors of human plasma PAF acetylhydrolase (pPAFAH); 330,000 compounds, 1.5% hits; recombinant pPAFAH, FP-rhodamine probe fluorescence polarization; Q13093; inhibition, % at 3.39 µM;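 active = inhibition above the mean inhibition across the screen plus 3 SD, cut at about 25% in these data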;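 also: inhibitors block binding of the rhodamine activity-based probe so polarization drops; 0% = enzyme with DMSO and 100% = wells lacking pPAFAH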
Target sequence (Q13093 whole entry, looked up): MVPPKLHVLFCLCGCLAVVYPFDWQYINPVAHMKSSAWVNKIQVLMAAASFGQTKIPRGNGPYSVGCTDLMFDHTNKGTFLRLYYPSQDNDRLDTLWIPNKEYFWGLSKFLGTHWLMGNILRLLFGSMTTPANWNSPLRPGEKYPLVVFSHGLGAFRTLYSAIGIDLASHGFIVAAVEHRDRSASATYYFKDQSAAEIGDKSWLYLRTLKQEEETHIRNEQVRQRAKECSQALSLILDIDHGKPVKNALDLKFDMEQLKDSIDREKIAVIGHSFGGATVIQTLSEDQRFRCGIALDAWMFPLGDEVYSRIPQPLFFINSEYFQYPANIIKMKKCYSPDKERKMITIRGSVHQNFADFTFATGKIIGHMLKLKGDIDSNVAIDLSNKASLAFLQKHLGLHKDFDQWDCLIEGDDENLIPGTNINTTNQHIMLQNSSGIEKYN
GLD-1 RNA inh = GLD-1-TGE RNA interaction inhibition (C. elegans) | Q17339 | purified GLD-1 + fluorescein TGE RNA, fluorescence polarization | inhibition, % at 5.96 µM | 320,000 compounds, 0.44% hits | AID 2280;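 active = percent inhibition above a per-plate cutoff, the plate mean of test compounds plus 3 SD, cut at about 30% in these data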;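 also: 0% = DMSO wells with GLD-1 and probe and 100% = wells lacking GLD-1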
PME-1 primary = PME-1 (human) inhibition; Q9Y570; recombinant PME-1, FP-Rh probe fluorescence polarization; inhibition, % at 5.9 µM; 320,000 compounds, 0.53% hits; AID 2130;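 active = inhibition above the campaign mean of all compounds plus 3 SD, cut at about 26% in these data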;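 also: competitive labeling of PME-1 active site by serine hydrolase directed probe; 0% = PME-1 with DMSO and 100% = wells lacking PME-1 enzyme; inhibitors block probe labeling so polarization falls and inhibition rises; many of its hits are not listed in these tables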
The depositor's hits bear a star; · = not tested or not shown. An excerpt; rates above refer to the full screens.

SMILES	MCL1 BIM primary	Fam108B inh	PAFAH1B2 FP inh	MEX-5 binding	AHR activator	Bcl-xL primary	pPAFAH inh	GLD-1 RNA inh	PME-1 primary
COc1cccc(CCNC(=O)CCc2nnc(-c3cc(C)oc3C)o2)c1	-1	-3	3	-4.0	1	3	0	-3	-2
Fc1ccc2nc(N3CCCC3)sc2c1	-3	2	0	2.3	-1	3	2	2	1
CCC(=O)Nc1cc2c(cc1C(C)=O)OCCO2	-3	2	1	3.2	-1	-3	9	-5	0
O=C(c1ccco1)N1CCN=C1SCc1cccnc1	3	-2	4	0.4	1	8	7	-5	-4
CCOC(=O)c1c(C)[nH]c(C(=O)COC(=O)CNC(=O)c2ccc(Br)cc2)c1C	-6	-5	2	-0.5	4	-14	0	4	-10
O=C(NCC1CCCO1)c1ccc(CNS(=O)(=O)c2cccc(Cl)c2)cc1 (stereo unspecified)	2	2	3	1.0	2	-1	3	7	0
O=C(CN1CCOCC1)N/N=C/c1cc2ccccc2nc1Cl	2	2	5	-1.2	1	6	2	5	5
COC(=O)Cc1nnc(NC(=O)C(C)C)s1	5	0	3	1.6	13	2	-3	-4	7
COc1cc([N+](=O)[O-])ccc1NC(=O)Nn1cnnc1	5	-4	1	2.5	4	0	5	-7	2
COc1ccc(CCNC(=O)c2cc3c(F)cccc3s2)cc1OC	-3	-6	-2	0.8	1	2	4	-6	3
CC(C)C[C@H](NS(=O)(=O)c1ccc(Br)cc1)C(=O)O	3	-4	20	-1.5	0	3	2	5	-8
Cc1ccccc1NC(=O)COc1ccc(Br)cc1CNCCCO	2	-4	-4	-3.6	2	0	-1	-3	7
CCN1CCN(Cc2ccc(NC(=O)c3ccc(C)c(NC(=O)c4nccnc4N)c3)cc2C(F)(F)F)CC1	-2	-3	1	-4.0	-3	-4	3	2	0
Cc1cc(=S)c2ccccc2[nH]1	2	2	4	4.4	3	6	2	0	4
COc1ccc(CCNC(=O)Cn2cnc3c(cnn3C(C)(C)C)c2=O)cc1OC	1	5	5	0.7	-3	1	0	5	1
COc1ccc(CNC(=O)[C@H](C)N2C(=O)N3CCc4c([nH]c5ccccc45)[C@@]3(C)C2=O)cc1OC	-1	2	-1	2.0	-1	5	3	1	-2
CSc1nnnn1-c1ccc(C(=O)OCC(=O)N2CCOCC2)cc1	3	-2	2	-2.1	1	-1	12	-3	-7
COc1cc(NC(=O)c2ccccc2-n2cnnn2)cc(OC)c1	1	-3	0	-0.8	8	8	-2	6	-5
CCN(CC)/C(N)=N/c1nc(C)cc(C)n1	7	-1	1	0.5	2	5	1	3	6
COc1ccc(CNc2ccccc2SC)cc1OC	4	2	-1	0.3	12	7	15	4	1
CCCOc1ccc(C2c3c(oc4cc(C)c(C)cc4c3=O)C(=O)N2CCCN(C)C)cc1 (stereo unspecified)	2	2	9	-1.0	1	-4	-3	4	-1
Cc1ccc(NC(=O)CSc2ccc3nnc(-c4cccnc4)n3n2)cc1	-4	-2	-3	0.7	63*	2	-1	-4	4
CC(C)C[C@H](NC(=O)OC(C)(C)C)C(=O)N1CCC(C(=O)N[C@@H](Cc2c[nH]c3ccccc23)C(=O)O)CC1	-3	6	8	0.0	6	4	5	6	-6
Cc1c(C)n(Cc2ccc(Cl)cc2)c2ccc(C(=O)NCCN3CCOCC3)cc12	2	-1	-1	1.0	4	2	13	-1	3
Cc1cc(C)cc(C(=O)NCCN2CCOCC2)c1	5	-4	5	2.0	0	2	0	2	-3

(continued)
SMILES	MCL1 BIM primary	Fam108B inh	PAFAH1B2 FP inh	MEX-5 binding	AHR activator	Bcl-xL primary	pPAFAH inh	GLD-1 RNA inh	PME-1 primary
Cc1cc(=O)oc2cc(OCC(=O)NCCN3CCOCC3)c(Cl)cc12	3	5	4	-2.0	19	3	1	-1	-6
Cc1cccc(N2CCN(C3=NC(=O)C(=C4CCCCC4)S3)CC2)c1	0	2	3	2.1	2	5	6	-3	3
CCOc1ccc(S(=O)(=O)Nc2nc3ccccc3nc2Nc2ccc(N3CCOCC3)cc2)cc1	1	6	8	-1.5	11	18	33*	-49	18
Cc1ccc2nc(Cl)c(/C=N/Nc3nc(C)cc(C)n3)c(=O)n2c1	21	-2	-3	2.8	6	14	3	6	1
CCc1n[nH]c(=S)n1/N=C/c1c(O)ccc2ccccc12	-20	0	8	1.5	36	-33	6	4	5
Cc1ccc(CN(CCO)CCO)cc1	4	-1	3	0.7	1	4	1	0	4
Oc1ccccc1Oc1c(F)c(F)nc(N2CCCC2)c1F	10	1	4	-2.9	3	8	3	6	3
COc1ccc(S(=O)(=O)NCC(=O)NCc2cc(=O)n(C)c(=O)n2C)cc1C	1	-2	4	0.5	1	2	3	1	-6
COc1cc(/C=N/Nc2snc(SC)c2C#N)cc(OC)c1OC	1	1	-1	1.2	2	0	8	-2	18
CCCCCn1c(SCC(=O)OCC)nc2cc(C(=O)NCc3ccco3)ccc2c1=O	6	1	5	-3.6	5	2	6	11	0
CC(C)NC(=O)CSc1nc(N)c(NC(=O)c2ccco2)c(=O)[nH]1	20	1	1	-1.7	-1	6	1	8	2
CC1(C)CC(N2CCN(C(c3ccccc3)c3ccccc3)CC2)=CC(=[N+]2CCCCC2)C1	-19	-6	-2	-3.0	-4	-9	-1	0	0
O=C(c1ccc(OC2CCN(CCO)CC2)cc1)N1CCCC1	2	0	0	-2.0	-2	6	2	6	4
COc1ccc(NC(=O)Nc2cccc(OC)c2)cc1	-3	-2	4	-3.8	2	1	3	2	13
COc1ccccc1NC(=O)Cn1c2ccc(F)cc2c2nc3n(c(=O)c21)CCS3	5	-7	1	-1.1	7	4	5	8	-5
COCCN(C(=S)Nc1cc(C)ccc1C)C(C)c1cccnc1 (stereo unspecified)	-1	0	2	0.6	-1	5	-1	-2	-3
C/C(=N\NC(=O)CCc1ccc(S(=O)(=O)N2CCOCC2)cc1)c1ccc(OC(F)F)cc1	4	-1	0	-0.4	2	-1	-1	4	-5
COc1ccccc1CCNC(=O)C1CCN(C(=O)/C=C/c2ccccc2)CC1	-22	-2	11	-1.1	28	-11	3	4	-4
Cc1ccc2nc(NC(=O)/C=C/c3ccc4c(c3)OCO4)sc2c1	0	-16	2	-1.3	7	5	1	1	-9
Cc1c(Cl)cnc(NC(=O)COC(=O)CCS(=O)(=O)c2ccccc2)c1Cl	14	1	-1	-3.5	1	17	12	4	-1
Cc1noc(C)c1C(=O)Nc1sc2c(c1C(N)=O)CCCCC2	10	1	-1	-0.3	31	10	9	1	-1
CCOc1ccc(CNC(=O)Cn2nc(C)c3c(C)n(-c4ccc(C)cc4)nc3c2=O)cc1	-5	-3	-10	-0.1	-1	-2	10	8	3
O=C(NCc1ccccn1)Nc1ccc(F)cc1	7	-2	-1	0.2	4	4	2	-4	1
COc1ccc(S(=O)(=O)NNC(=O)Nc2ccc(C)cc2C)c(OC)c1	0	3	2	1.2	1	-1	2	-2	0
Cc1ccsc1C(=O)N(CC(C)C)c1c(N)n(Cc2ccccc2)c(=O)[nH]c1=O	10	1	2	-3.6	2	19	-3	10	0

(next part)
SMILES	MCL1 BIM primary	Fam108B inh	PAFAH1B2 FP inh	MEX-5 binding	AHR activator	Bcl-xL primary	pPAFAH inh	GLD-1 RNA inh	PME-1 primary
CCOC(=O)Cn1nc(-c2ccccc2)nc1-c1ccccc1	1	2	6	1.3	8	9	-1	-5	-12
O=C(c1cccs1)N1CCOCC1	-2	-8	-3	-1.5	-3	1	4	7	3
COc1cc2c(cc1OC)CN(C(=S)Nc1ccc(OC(F)F)cc1)CC2	8	4	0	·	2	6	-6	3	-7
COc1ccc(N2CCN(C(=O)c3ccc(C)c(NC(=O)C4=C(C)OCCS4)c3)CC2)cc1	9	2	0	0.2	5	8	1	0	6
Cc1c(NC(=O)COC(=O)COc2ccc(Nc3ccccc3)cc2)c(=O)n(-c2ccccc2)n1C	6	2	-2	-0.6	-5	7	25*	3	6
Cc1ccc(NC(=S)NNC(=O)C2CC2c2ccc(C)cc2)cc1 (stereo unspecified)	1	4	8	-0.7	1	8	3	7	1
Cc1nn(-c2ccccc2)c2nc(-c3ccco3)cc(C(=O)O)c12	·	6	2	-8.7	3	13	11	1	-5
CCCCNC(=O)c1ccc(NS(=O)(=O)c2ccccc2)cc1	2	3	4	-4.6	2	2	1	-4	1
CN(C)c1ccc(-c2nc3ccccc3n2C)cc1	-5	-1	4	3.4	8	-6	11	-2	4
CC(C)Oc1ccc(NC(=O)c2ccncc2)cc1	1	3	4	-1.2	10	0	8	6	-6
COC(=O)c1ccc(C(=O)NC2CCCc3c2cnn3-c2ccccc2F)nc1 (stereo unspecified)	2	2	2	-1.5	5	8	5	-2	1
COc1ccccc1OCC(=O)Nc1cc(C)ccc1NC(=O)c1ccco1	3	-5	-4	3.0	31	-1	-9	0	-4
CCc1cccc2c(C(=O)COC(=O)c3ccc(O)cc3)c[nH]c12	-3	-38	-8	0.6	8	-1	-13	0	-56
CCc1ccc(C(=O)N/N=C(\C)c2ccncc2)s1	1	-3	1	-1.2	36	3	1	4	-15
Nc1nnc(CCS(=O)(=O)c2ccc(Cl)cc2)s1	6	-2	10	-1.4	1	1	3	6	3
COc1cc(CN2CCCC(CO)(Cc3ccccc3F)C2)ccc1O (stereo unspecified)	5	-1	5	-0.9	0	10	2	7	-3
Cc1ccc(NC(=O)CSc2nccn2Cc2ccccc2)cc1C	-6	6	8	2.0	7	-5	7	-8	-5
O=C(CNC(=O)c1ccccc1F)NCCOc1cccc(Cl)c1Cl	-6	-2	6	0.2	10	1	1	4	0
Cc1ccc(-n2cccc2/C=N/n2cnnc2)cc1Cl	2	-1	8	1.5	7	3	2	10	-2
Cc1ccc(S(=O)(=O)/N=c2\sccn2C)cc1	6	2	4	-1.0	1	5	-3	-1	-5
Cn1nc(C(=O)NNC(=O)CCOc2ccc(C(C)(C)C)cc2)c2ccccc2c1=O	-1	·	6	·	-2	-2	6	4	1
Clc1cccc(C2CCN(Cc3nc(CC4CC4)no3)C2)c1 (stereo unspecified)	6	1	-2	1.4	1	7	2	0	1
COC(=O)C1CCN(C(=O)COC(=O)C2CCN(S(=O)(=O)c3ccc4c(c3)OCCO4)CC2)CC1	10	-2	7	-0.3	-3	7	7	2	6
CC(NC(=O)C(=O)N/N=C\c1ccc([N+](=O)[O-])cc1)c1ccccc1 (stereo unspecified)	2	-4	4	0.9	1	2	-5	6	-1
Cc1nn(Cc2noc(C(=O)NCc3ccc(F)cc3)n2)c(C)c1Br	8	3	4	-1.3	-1	6	-2	10	0

Next part.
SMILES	MCL1 BIM primary	Fam108B inh	PAFAH1B2 FP inh	MEX-5 binding	AHR activator	Bcl-xL primary	pPAFAH inh	GLD-1 RNA inh	PME-1 primary
COc1ccc(Cc2nnc(N=Nc3c(O)[nH]c4ccc(Br)cc34)[nH]c2=O)cc1	17	4	6	-2.4	3	10	-2	2	10
Cc1ccc(S(=O)(=O)N2CCN(C(=O)COC(=O)c3ccc(O)cc3)CC2)c(C)c1	-6	1	0	0.6	5	-4	15	-4	4
CC(C)N=C(NC#N)SCc1ccc(F)cc1	0	1	1	-3.6	3	1	-3	3	-4
CCCn1c(SCC(=O)Nc2ccccc2C(=O)NC2CC2)n[nH]c1=O	-7	·	5	·	1	-6	-2	3	4
CCCOC1CCCN(C(=O)c2cc(Cl)c(Cl)cc2C(=O)O)C1 (stereo unspecified)	2	4	1	·	1	4	1	0	2
Cc1ccc(C(=O)NCC(=O)Nc2ccc(F)c(F)c2F)cc1	2	-2	4	0.6	8	5	3	-3	-3
